14-3-3 PPI – modulators of human 14-3-3 gamma - Raf peptide interaction. P61981. FP, 14-3-3gamma / TMR-pS259-Raf peptide binding. inhibition, % at 40 µM. 0.19% of 160,000 active; in the data active means inhibition above about 30%;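 further: 0% = protein plus tracer without compound and 100% = blank with tracer alone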
Target sequence (P61981 whole entry, looked up): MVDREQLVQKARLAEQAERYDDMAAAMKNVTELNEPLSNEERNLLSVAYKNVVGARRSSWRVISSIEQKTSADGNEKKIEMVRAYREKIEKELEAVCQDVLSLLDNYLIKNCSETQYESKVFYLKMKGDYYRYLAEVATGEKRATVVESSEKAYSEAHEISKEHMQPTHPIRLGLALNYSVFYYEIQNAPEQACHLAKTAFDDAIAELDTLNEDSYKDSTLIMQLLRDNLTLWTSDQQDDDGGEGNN
Active calls of the source: *; & = joins results of further samples.

SMILES | 14-3-3 PPI
COc1ccc(OC)c(C2Nc3ccc(C(=O)O)cc3C3C=CCC32)c1 (stereo unspecified) | -144.6
CCOc1cccc2c1OC1(C)CC2NC(=O)N1c1cccc(C(=O)N2CCN(c3cccc(Cl)c3)CC2)c1 (stereo unspecified) | -2.2
Cc1ccc(C(=O)Nc2nnc(C(C)(C)C)s2)cc1 | -6.5
COC(=O)C1=C(C)NC(=O)NC1c1cc(OC)ccc1OC (stereo unspecified) | -1.5
CN(C(=O)c1cccc(N2C(=O)C3CC=CCC3C2=O)c1)C1CCCCC1 (stereo unspecified) | -6.7&-3.1
c1ccc(-c2nc3cc(Oc4ccc5oc(-c6ccccn6)nc5c4)ccc3o2)nc1 | -49.8
COc1ccc(-c2nnc(SCC(=O)N3CCc4ccccc43)o2)cc1 | -7.5
CCOc1cc(C2Nc3ccccc3-c3nnc(SC)nc3O2)cc(Cl)c1O (stereo unspecified) | 0.0
C(CN1CCOCCOCCOCC1)CN1CCOCCOCCOCC1 | 2.7
O=C(NCc1ccco1)c1cccn2c(=O)c3c4c(sc3nc12)CCCC4 | 6.5
Cc1ccc(C(=O)Nc2ccc(-c3nc4cc(C(C)C)ccc4o3)cc2)cc1 | -1.6
CC(=NC(C)C)C1=C(O)CCC1=O | -6.6
O=C(NCCc1c[nH]c2ccccc12)C1CCC(Cn2c(=S)[nH]c3ccccc3c2=O)CC1 (stereo unspecified) | -4.5
Cc1nc(S(=O)(=O)c2ccccc2)c(N(C)C)o1 | 1.8
Cc1ccc(-n2ncc3c(=O)[nH]c(SCc4ccc([N+](=O)[O-])cc4)nc32)cc1C | -2.1
Cc1ccnc(N2CCC(C(=O)Nc3ccc(Oc4ccccc4)cc3)CC2)n1 | -10.8
CC(=O)Oc1cc2oc(=O)c3c(c2cc1Cl)CCC3 | -1.4
CCn1c(=N)n(CC(O)c2ccco2)c2ccccc21 (stereo unspecified) | 4.7
O=C(O)c1cc(Cl)c(Cl)cc1C(=O)N1CCCC1 | -2.0
CCOC(=O)c1oc2ccccc2c1NC(=O)COc1cccc(OC)c1 | 1.1
CCOc1ccc2nc(NC(=O)c3ccc(S(=O)(=O)N4CCc5ccccc5C4)cc3)sc2c1 | -20.9
Cc1nn(C/C(C#N)=N\O)c(C)[n+]1N | -11.5
O=C(c1ccccc1Cl)N1CCN(c2ccc(F)cc2)CC1 | -8.4
Cc1cc(=O)oc(C)c1C(=O)NCc1c(F)cc(F)cc1F | 6.3
COc1ccc(C(NC(=O)C(C)C)c2c(O)ccc3ccccc23)cc1OC (stereo unspecified) | -5.4
Cc1ccccc1N1C(=O)C2C(C1=O)C1C=CC2C12CC2 (stereo unspecified) | 0.5
CN(C(=O)CCNC(=O)Cn1cnc2ccccc2c1=O)c1ccc(Br)cc1 | -8.3
COC(=O)C1=CN(Cc2ccc(Cl)cc2)C=C(C(=O)OC)C1c1ccccc1Br | 9.7
CCOc1ccccc1C1C(C(=O)OC)=CN(C)C=C1C(=O)OC | 1.3&-11.2
O=C(CSc1nnc(Cc2ccccc2)n1Cc1ccco1)NC12CC3CC(CC(C3)C1)C2 | -4.1
COc1ccc([N+](=O)[O-])cc1C(=O)NCCOc1ccc(Cl)cc1 | -2.8
CCOc1ccc(-c2nnn(CC(=O)c3ccc4c(c3)OCCO4)n2)cc1OCC | -2.1
Cn1c(=O)oc2cc(S(=O)(=O)NCC3CCCO3)ccc21 (stereo unspecified) | -4.2
Cc1ccc(C)c(S(=O)(=O)N(C(=O)c2ccncc2)c2ccc(OC(=O)c3ccncc3)cc2)c1 | -2.3
CCCCOc1ccc(CSC2=NCCN2)cc1[N+](=O)[O-] | -1.3
CCCCOC(=O)NS(=O)(=O)c1sc(CC(C)C)cc1-c1ccc(Cn2c(CC)nc3c(C)cc(C)nc32)cc1 | -4.5
CC(C)Oc1ccccc1NC(=O)CSc1nnc(-c2cccc(F)c2)n1-c1ccccc1 | 6.1
Cc1ccc(NC(=O)CSc2n[nH]c(C)c2[N+](=O)[O-])cc1 | 2.3
COC(=O)CSc1nnc(-c2ccccc2OC)o1 | 7.8
Cc1ccc(C)c(-n2nnnc2Sc2nnnn2-c2ccccc2)c1 | 8.1
CC(=O)Nc1ccc2c(c1)OCCOCCOc1cc(NC(C)=O)ccc1OCCOCCO2 | -54.0
CC1(N2CCOCC2)CC2(O)C(=[N+]1[O-])CCc1nonc12 (stereo unspecified) | -13.7
O=C1CCc2cc(S(=O)(=O)N3CCN(Cc4ccccc4)CC3)ccc2N1 | -29.3
Cn1nccc1C(=O)Nc1sc2c(c1C#N)CCC2 | -25.0
Cc1cc(S(=O)(=O)N2CCN(c3c(C)cccc3C)CC2)ccc1F | -0.9
COC(=O)c1ccc(C2C3=C(CC(c4ccc(F)cc4)CC3=O)Nc3ccccc3N2C(=O)C2CC2)cc1 (stereo unspecified) | 3.2
Cn1c(=O)c2c([nH]c(=O)n2C)n(C)c1=O | -0.4
COc1ccc(NC(=O)c2noc3c2CCCC3)cc1OC | -2.5
C=CCSc1nc(C)c(CC(=O)OCC(C)C)c(=O)[nH]1 | -4.2
COc1ccccc1OCC(=O)Nc1ccc(S(=O)(=O)N2CCCCCC2)cc1 | 1.2
O=C(NCCOc1ccccc1)c1cc2ccccc2o1 | -6.6
COc1ccc(C(=S)N(C)C)cc1OC | -4.9
COc1ccc(C2/C(=C(\O)c3ccc(Cl)cc3)C(=O)C(=O)N2c2ccc(C)c(Br)c2)c(OC)c1 (stereo unspecified) | -10.6
COC(=O)c1sc(S(=O)(=O)Nc2ccc(C(=O)O)cc2)c(C(=O)OC)c1C | -6.2
Cc1c(C(=O)Nc2sc3c(c2C(=O)OC(C)C)CCCC3)cccc1[N+](=O)[O-] | 1.9
O=C(COc1ccccc1)n1nc(-c2ccc(Cl)cc2)nc1NCc1ccco1 | -2.2
COc1ccc(OC)c(NC(=O)Cc2coc3ccc(C)cc23)c1 | 1.7
COc1ccc(S(=O)(=O)NCCc2csc(C)n2)cc1C | -0.9
CCOC(=O)c1sc(-c2ccccc2)cc1NC(=O)c1ccc(S(=O)(=O)N2CC(C)OC(C)C2)cc1 (stereo unspecified) | -4.2
O=C(NCCc1ccccc1)C1CCCN(S(=O)(=O)c2cccnc2)C1 (stereo unspecified) | -1.2

Structures listed so far containing a thiophene ring, fused or not:
SMILES | 14-3-3 PPI
O=C(NCc1ccco1)c1cccn2c(=O)c3c4c(sc3nc12)CCCC4 | 6.5
CCCCOC(=O)NS(=O)(=O)c1sc(CC(C)C)cc1-c1ccc(Cn2c(CC)nc3c(C)cc(C)nc32)cc1 | -4.5
Cn1nccc1C(=O)Nc1sc2c(c1C#N)CCC2 | -25.0
COC(=O)c1sc(S(=O)(=O)Nc2ccc(C(=O)O)cc2)c(C(=O)OC)c1C | -6.2
Cc1c(C(=O)Nc2sc3c(c2C(=O)OC(C)C)CCCC3)cccc1[N+](=O)[O-] | 1.9
CCOC(=O)c1sc(-c2ccccc2)cc1NC(=O)c1ccc(S(=O)(=O)N2CC(C)OC(C)C2)cc1 (stereo unspecified) | -4.2

Additional results follow.
SMILES | 14-3-3 PPI
Cn1ncc(N=Cc2ccc([N+](=O)[O-])cc2)c1C(=O)N1CCOCC1 | 6.4
COc1ccc(Cl)cc1NC(=O)c1oc(=O)c2ccccc2c1-c1ccccc1 | 19.8
Cc1ccc(/C(O)=C2\C(=O)C(=O)N(c3ccccn3)C2c2ccc(F)cc2)cc1 (stereo unspecified) | -4.5
Cc1ccc(NC(=O)C2CC(=O)N(c3ccc(OC(C)C)cc3)C2)cc1 (stereo unspecified) | -2.1
CN(C)C(=O)c1c(-c2ccccc2)oc2ccc(O)cc12 | -10.2
COc1ccccc1C(CCN(Cc1cccs1)C(C)=O)c1ccco1 (stereo unspecified) | -14.2
Cc1[nH]nc(N=CC2=C(O)CC(C)(C)CC2=O)c1-c1ccc(Cl)cc1 | 5.5
COc1ccc(S(=O)(=O)NCCC(=O)NCc2ccccc2)cc1 | -6.1&0.1
CCn1c(CC(=O)Nc2ccc(C)cc2)nnc1SCC(=O)NCc1ccccc1 | 1.8
O=C(NCCN1CCOCC1)C1CCC(CNS(=O)(=O)c2ccc(F)cc2)CC1 (stereo unspecified) | -3.1
CCCOc1ccc(N2C(=O)CC(N(CCc3ccccc3)C(C)=O)C2=O)cc1 (stereo unspecified) | 5.6
Cc1ccc(C2CC(=O)Nc3n[nH]c(C)c32)cc1 (stereo unspecified) | -7.8
CCOC(=O)c1c(C2COc3ccccc3O2)csc1NC(=O)c1ccc([N+](=O)[O-])cc1 (stereo unspecified) | 1.9
COC(=O)CSc1nnc(Cc2cc(=O)[nH]c(=O)[nH]2)n1-c1ccc(F)cc1 | -3.0
CC1CCCCC1NC(=O)C1CCN(S(=O)(=O)c2ccc(Br)s2)CC1 (stereo unspecified) | -8.9
CSc1nc2c(c(=O)[nH]1)C(c1cccc(F)c1)C1=C(CCCC1=O)N2 (stereo unspecified) | -7.8
COc1cccc(C2=NC(C(C)C)NC(c3ccccc3O)C2)c1 (stereo unspecified) | 3.8
COc1cc2ccccc2cc1C(=O)Nc1nnc(-c2ccc(F)cc2)s1 | 0.0
COc1cc2c(cc1OC)C(COc1cc(C)cc(C)c1)N(C(=O)c1ccc(S(=O)(=O)N3CCCC3)cc1)CC2 (stereo unspecified) | -13.7
Cc1nc2ccc3nc(NC(=O)c4ccccc4Br)sc3c2s1 | -5.8
CN(C)S(=O)(=O)N1CCN(CC(O)COc2ccc3cc(Br)ccc3c2)CC1 (stereo unspecified) | -2.0
Nc1ccc(-c2cc(-c3ccc(N)cc3)nc(-c3ccc(N)cc3)n2)cc1 | -0.1
CCOc1ccc2c(c1)n([O-])c1c([n+]2=O)CCCC1 | -6.3
Cc1ccc(NC(=O)c2ccco2)c(Br)c1 | 4.0
O=C1CC(c2ccc3c(c2)OCO3)Sc2nc3ccccc3n21 (stereo unspecified) | -1.5
COCCNC(=O)c1ccc2c(=O)n(Cc3ccco3)c(=S)[nH]c2c1 | -28.4
Cc1ccc(C2=NN3C(C2)c2cc(Cl)ccc2OC3c2ccccc2Cl)o1 (stereo unspecified) | -98.0
CCCCOC(=O)c1c(N)n(-c2ccc(C(=O)OCC)cc2)c2nc3ccccc3nc12 | -1.6
CSc1nc(N2CCCC2)c2c(c1C#N)CC(C)(C)OC2 | -3.3
CN(Cc1ccccc1)C(=O)CSc1nc2ccsc2c(=O)n1Cc1ccccc1 | -14.3

Arranged by value in 14-3-3 PPI (rising): 7 of the compounds above
SMILES | 14-3-3 PPI
COc1cc2c(cc1OC)C(COc1cc(C)cc(C)c1)N(C(=O)c1ccc(S(=O)(=O)N3CCCC3)cc1)CC2 (stereo unspecified) | -13.7
CSc1nc2c(c(=O)[nH]1)C(c1cccc(F)c1)C1=C(CCCC1=O)N2 (stereo unspecified) | -7.8
Cc1nc2ccc3nc(NC(=O)c4ccccc4Br)sc3c2s1 | -5.8
CN(C)S(=O)(=O)N1CCN(CC(O)COc2ccc3cc(Br)ccc3c2)CC1 (stereo unspecified) | -2.0
CCCCOC(=O)c1c(N)n(-c2ccc(C(=O)OCC)cc2)c2nc3ccccc3nc12 | -1.6
Nc1ccc(-c2cc(-c3ccc(N)cc3)nc(-c3ccc(N)cc3)n2)cc1 | -0.1
COc1cc2ccccc2cc1C(=O)Nc1nnc(-c2ccc(F)cc2)s1 | 0.0

Other records:
SMILES | 14-3-3 PPI
COc1ccc(CNc2nc(-c3cccnc3)nn2C(=O)c2cccs2)cc1 | -4.2
Cc1cccc2cc3c(N)c(C#N)sc3nc12 | -18.8
Cc1ccc(S(=O)(=O)NC(CC(=O)O)c2ccccc2)c(C)c1 (stereo unspecified) | -0.9
Cc1cc(Cl)ccc1OCC(=O)NCc1ccc2c(c1)OCO2 | -0.8
COc1cc(C(=O)N2N=C(c3ccccc3)CC2c2ccccc2[N+](=O)[O-])cc(OC)c1OC (stereo unspecified) | -1.6
COc1cc(C2C3=C(CCCC3=O)Nc3nc(SC)[nH]c(=O)c32)cc(OC)c1OC (stereo unspecified) | -6.0
CCOCCCNc1nc(=S)[nH]c2cc(OC)c(OC)cc12 | -2.3&0.3
CCC(=O)N/C(N)=N/c1nc(C)c2cc(C)ccc2n1 | 3.6
O=C1CSC(c2cccs2)N1c1ccccc1 (stereo unspecified) | 2.0&-4.3
COc1ccc(CNC(=O)c2cc(=O)[nH]c3ccc(S(=O)(=O)N4CCCCC4C)cc23)cc1 (stereo unspecified) | -11.3
Cc1nn(-c2ccccc2)c2c1C(c1ccco1)C(C#N)=C(N)O2 (stereo unspecified) | -8.0
CCN1CCN(Cc2c(O)ccc3c(=O)c(-c4ccccc4OC)coc23)CC1 | -6.4
Cc1ccc(O)c(NS(=O)(=O)c2cccc3nsnc23)c1 | -5.6
COc1ccc(OC)c(C2/C(=C(\O)c3ccc(C)cc3)C(=O)C(=O)N2c2cccnc2)c1 (stereo unspecified) | 2.5
CN=C1SC(CC(=O)Nc2ccccc2OC(F)F)C(=O)N1C (stereo unspecified) | -2.5
O=c1oc(-c2ccccc2)nc2ccc(Cl)cc12 | -10.4
CCCCOC(=O)Cn1cnc2ccc(Br)cc2c1=O | -1.4
CC(Nc1nc(-c2ccccc2)c2cc(Br)ccc2n1)C(=O)O (stereo unspecified) | 5.0
CC1=C(C(=O)OC(C)C)C(c2ccc(F)cc2)C2=C(CC(c3cccs3)CC2=O)N1 (stereo unspecified) | -9.4
CC1(C)NC(=O)N(CCOc2cccc(Cl)c2Cl)C1=O | -1.9
Cc1ncc(C23CC4CC(CC(C4)C2)C3)[nH]1 | -4.1
CCCc1c(C)[nH]c2nc3ccccc3n2c1=O | -11.3
CCOC(=O)Cn1c(=O)oc2cc(S(=O)(=O)NCc3ccccn3)ccc21 | 4.0
CCC(C)NS(=O)(=O)c1ccc(NS(C)(=O)=O)cc1 (stereo unspecified) | -2.9
O=C(NCc1ccco1)C(c1cccs1)N(Cc1ccccc1)C(=O)Cn1nnc2ccccc21 (stereo unspecified) | -25.2
COc1ccc(OC)c(C2SCCN2S(=O)(=O)c2ccc(C)c(C)c2)c1 (stereo unspecified) | 6.9
CCC1CCC(C(=O)Nc2ccc(Br)c(C)c2)CC1 (stereo unspecified) | -5.7
C=CCc1ccc(OCc2ccc(C(=O)OC)cc2)c(OC)c1 | -1.0
COc1ccc(C2Nc3ccc4ccccc4c3C3=C2C(=O)CC(c2ccccc2)C3)cc1O (stereo unspecified) | -8.3
C=CCSc1ncccc1C(=O)NC(C)CCc1ccccc1 (stereo unspecified) | -4.9
Clc1ccc(-n2ncc3c(N4CCc5ccccc54)ncnc32)cc1 | 6.7
O=C(CSc1nccc(=O)[nH]1)N1CCCc2ccccc21 | -8.7
Cn1cc([N+](=O)[O-])c(C(=O)NC23CC4CC(CC(C4)C2)C3)n1 | -1.1

A portion of the library (hit frequency here may not be typical).
